CASP6 VEID inh: inhibitors of human caspase-6. P55212. AID 686996. 0.53% of 350,000 active. inhibition, % at 12.5 µM. purified caspase-6, Z-VEID-R110 cleavage fluorescence;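 active = mean inhibition across replicates at least about 35%, with every replicate also reaching that limit, limit read from the data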;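 note: 0% = median of neutral control wells and 100% = no fluorescence left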
Target sequence (P55212 24-179 limits assumed): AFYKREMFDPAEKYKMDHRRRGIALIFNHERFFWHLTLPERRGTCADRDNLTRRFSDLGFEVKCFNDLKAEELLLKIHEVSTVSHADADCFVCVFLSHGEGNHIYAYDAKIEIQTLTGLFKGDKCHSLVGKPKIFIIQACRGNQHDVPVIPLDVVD
Target sequence (P55212 194-293 limits assumed): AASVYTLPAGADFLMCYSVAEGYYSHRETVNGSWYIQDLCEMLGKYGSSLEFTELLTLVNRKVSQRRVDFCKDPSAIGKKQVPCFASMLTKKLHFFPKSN
LGR2 inh: blocks bursicon-induced cAMP signaling via Drosophila LGR2; HEK293 LGR2, CRE-luciferase, bursicon-stimulated, 4 h; inhibition, % at 9.99 µM; 0.35% of 380,000 active;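 active = drop in luminescence signal, shown as inhibition above about 50% in the replicate tests, limit read from the data, passing the limit was not always enough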;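 note: agonist challenge used bursicon conditioned medium at about half maximal strength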
EWS-Fli block: inhibitors of EWS/Fli oncoprotein transcriptional activity; A673 NR0B1-luciferase reporter, viability-normalised; inhibition, % at 12.6 µM; 0.67% of 350,000 active; AID 651661;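 active = mean inhibition of at least 50% after viability correction, with every replicate also passing that limit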;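 note: firefly luciferase signal divided by Alamar Blue viability fluorescence both relative to DMSO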
Cneo AK release: causes C. neoformans cell lysis; adenylate kinase release luminescence, 4 h; normalised: neutral wells 0, clomiphene wells 100; lysis activity, % at 15 µM; 0.2% of 360,000 active; AID 651654;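 active = mean lysis activity across replicates of at least 80%, whatever share of replicates individually reach that level; inactive = mean lysis activity below 80%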
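Signal: Adenylate kinase release luminescence | Assay system: Log-phase Cryptococcus neoformans yeast cells | Input: Cells at 5 × 10^6 per mL | Buffer or medium: Fresh YPD growth medium | Compound: Single dose | Schedule: Static 4 h at 37 °C with compound, 1 h detection | Controls: Clomiphene | Read-out: Luminescence rise reflecting yeast cell lysis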
PGC1a acetyl inh: modulators of PGC1a acetylation; U2OS PGC1a acetylation, AlphaScreen anti-acetyl-lysine; with virally co-expressed GCN5 acetyltransferase; inhibition, % at 15.6 µM; 0.17% of 350,000 active; AID 651687;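 active = every replicate shows inhibition of at least 40%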;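 note: 0% = neutral control wells and 100% = positive control wells; some results beyond the cut were filed as inactive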
FN deposit inh: fibronectin deposition inhibition; AH1F fibroblasts, Alexa488-fibronectin deposition fluorescence, overnight; inhibition, % at 12.6 µM; 0.086% of 350,000 active;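 active = mean inhibition across replicates of 30% or more, regardless of how many single replicates reach that level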;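 note: positive control wells lacked labelled fibronectin entirely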
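Schedule: 1 h cell adhesion before compound, then overnight fibronectin incubation; test system: AH1F fibroblast monolayer depositing Alexa488-labelled fibronectin into matrix; quantity: 10000 AH1F cells per well; probe or stimulus: fluorescent fibronectin at 24 nM final; signal: fluorescence, ex 485 nm, em 525 nm; evaluation: percent inhibition as loss of matrix-bound fibronectin fluorescence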
PAX8 reporter: lowers PAX8-driven luciferase in RMG-I cells; RMG-I TPO-luciferase reporter, SteadyGlo, 24 h; inhibition, % at 12.6 µM; 1.2% of 360,000 active; AID 652154;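 active = mean replicate inhibition at least 60% with every replicate also reaching 60%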;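 note: luciferase light reporting Pax8 driven TPO promoter activity; plate controls were median of neutral control wells for no effect and mitoxantrone controls for full effect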
miR122 inh: blocks miR-122 activity in Huh7 sensor cells; 0.3% of 340,000 active; Huh7 miR-122 Renilla luciferase sensor, 48 h; neutral wells = 0, positive control = 100; activation (reporter increase), % at 12.5 µM;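 active = mean replicate activation score at least 90 and every replicate individually at or above 90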;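 note: higher luciferase means less miR-122 activity so hits act as miR-122 inhibitors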
Numbers without * were called inactive; . = no result given; [ ] = another dose, or the depositor's remark.

mol | CASP6 VEID inh | LGR2 inh | EWS-Fli block | Cneo AK release | PGC1a acetyl inh | FN deposit inh | PAX8 reporter | miR122 inh
O=S(=O)(Nc1ncccn1)c1ccc(NC(=S)Nc2ccc(Cl)cc2)cc1 | 3 | -20 | -4 | . | . | 0 | -8 | -5
NC(=O)Cn1nc([N+](=O)[O-])nc1Oc1ccc(Br)cc1 | 4 | -8 | -2 | . | 4 | -5 | 7 | .
COC(=O)c1c(C)oc(C)c1S(=O)(=O)N(Cc1ccccc1)C(C)C | 5 | -4 | 10 | 5 | -5 | -6 | 6 | -3
CC(C)c1nnc(NC(=O)CCC2CCCCC2)s1 | -1 | -41 | -122 | -2 | -3 | -6 | 5 | 6
CN(CCc1ccccc1)C(=O)c1cccc(NC(=O)Cc2ccc([N+](=O)[O-])cc2)c1 | -1 | -2 | 17 | 7 | . | 7 | -1 | -3
CN1C(=O)c2cc(NC(=O)C3CC3)ccc2OC[C@H]2O[C@@H](CC(=O)NC3CCC3)CC[C@H]21 | 0 | 7 | 1 | 3 | 2 | -7 | -11 | 15[16.7 µM]
Cc1[nH]c2ccc(C(=O)NCC(C)(C)N3CCOCC3)cc2c1C | -1 | . | -6 | . | -9 | 3 | 12 | .
O=C(NCC(c1ccco1)N1CCc2ccccc2C1)c1ccccc1 (configuration not stated) | 0 | -20 | -3 | 0 | -2 | 1 | -5 | 0
CO[C@@H](CN(C)CC1CCOCC1)[C@@H](C)CN(C(=O)Nc1ccc(F)cc1)[C@H](C)CO | -4 | 2 | -4 | -3 | 4 | 4 | . | .
O=C(c1ccco1)N1CCN(Cc2cc(=O)c(OCc3ccccc3Cl)co2)CC1 | 3 | -8 | 2 | 1 | . | . | 0 | 3
C/C=C/c1ccc([C@@H]2[C@H](C#N)N(c3nc(CC)cs3)[C@H]2CO)cc1 | 2 | 10 | -2 | 2 | -14 | 15 | -2 | .
Cc1cc(C)cc(NS(=O)(=O)c2ccc3oc(=O)ccc3c2)c1 | . | 1 | . | . | -1 | 3 | . | 105*
CCCC(=O)N1CCCC1(C)C(=O)NCc1ccc(F)cc1Cl (configuration not stated) | 1 | 17 | -7 | 0 | 2 | . | 10 | -3
COC(=O)c1cccc2c1NC(=O)C2=O | 5 | -3 | 46 | 0 | 11 | -1 | 15 | -3
COc1ccc(Cn2nnnc2CN2CCC(O)(c3ccccc3F)CC2)cc1 | 0 | 1 | 3 | . | 3 | -6 | -3 | .
C[C@H]1CN([C@@H](C)CO)C(=O)CCCn2cc(nn2)CO[C@H]1CN(C)Cc1ccccc1C(=O)O | -2 | 6 | 0 | 4 | -2 | 2 | 7 | -2[16.7 µM]
COc1ccc(NC(=O)Nc2ccncc2)c(OC)c1 | -2 | 11 | -14 | 0 | . | 11 | -3 | .
C/C(=N\NC(=O)c1ccccc1O)c1ccc(NC(=O)c2ccccc2)cc1 | -1 | -54 | -82 | -1 | -1 | -2 | -156 | 9
COc1cccc(/C=N/NC(=O)c2cccs2)c1 | 5 | -65 | -84 | . | -4 | 7 | -124 | .
O=C(C[C@H]1CC[C@@H](NS(=O)(=O)c2ccccc2)[C@@H](CO)O1)NCc1ccc(Cl)c(Cl)c1 | 2 | 14 | -1 | . | . | -2 | 7 | .
COc1ccc(N2CCN(C(=O)C3CCCN(S(=O)(=O)c4cccc5cccnc45)C3)CC2)cc1 (configuration not stated) | 2 | 4 | 0 | 0 | 1 | -5 | 8 | 62
Cc1ccc(-c2nn3c(C)nnc3s2)cc1NC(=O)c1ccc(OC(C)C)cc1 | 1 | -22 | 11 | 0 | -5 | -11 | 8 | 5
CC12CN3CCN(CC(C3)/C1=N/N=C/c1cccc([N+](=O)[O-])c1)C2 | 0 | -12 | 5 | . | 4 | 3 | -3 | .
O=C(COc1ccc(Cl)cc1)OCc1csc(Nc2ccccc2)n1 | . | 14 | . | 4 | -3 | -5 | -3 | -4
CC1(C)Cc2cccc(OCC(=O)OCc3nnc(-c4ccc([N+](=O)[O-])cc4)o3)c2O1 | -3 | 13 | -1 | -2 | 10 | -3 | 11 | -4
Cn1cc(CNCc2ccc(OC(F)(F)F)cc2)c(-c2ccc3c(c2)OCCO3)n1 | -3 | 6 | 16 | -1 | 10 | -7 | 33 | -2
Oc1ccc(-c2[nH]nc(-c3ccccc3)c2-c2nc3ccccc3[nH]2)cc1 | . | . | . | 0 | -5 | 13 | 12 | 14
C[C@H]1CN([C@@H](C)CO)S(=O)(=O)c2ccc(-c3ccccc3)cc2O[C@H]1CN(C)C(=O)C1CC1 | . | -4 | 0 | . | -6 | 4 | . | 12[16.7 µM]
CCOc1ccc2oc(C(=O)OC(C(=O)NC(N)=O)C(C)C)c(C)c2c1 (configuration not stated) | 14 | -12 | -6 | -1 | 0 | 3 | -14 | 7
Cc1ccc(C)c(NC(=O)CN2C(=O)c3ccccc3C2=O)c1 | -3 | . | -6 | -1 | -2 | 7 | 9 | 2
O=C(C[C@@H]1C=C[C@H](NC(=O)C2CCC2)[C@H](CO)O1)NCc1ccncc1 | 1 | -14 | 0 | -1 | -3 | -8 | 0 | .
C[C@@H]1CCCCO[C@H](CN(C)C(=O)Nc2cccc3ccccc23)[C@H](C)CN([C@H](C)CO)C(=O)c2cc(NC(=O)Cc3ccccc3)ccc2O1 | 2 | -12 | -1 | . | -10 | . | 9 | .
CCOC(=O)c1sc(NC(C)=O)cc1C | -3 | -8 | -12 | 0 | -4 | 12 | -40 | -5
CCC(=O)Nc1ccc2c(c1)OC[C@@H](C)N(C(=O)Cc1ccccn1)C[C@@H](C)[C@H](OC)CN(C)C2=O | . | 14 | -1 | 2 | -2 | -2 | . | 10[16.7 µM]
COc1cc2c(cc1OC)CN(CCC(=O)c1ccc(Br)cc1)CC2 | 0 | 18 | 2 | . | . | -10 | 8 | .
O=C(C[C@H]1C=C[C@@H](NC(=O)c2ccncc2)[C@H](CO)O1)Nc1ccc(-c2ccccc2)cc1 | -1 | -5 | -15 | -2 | -8 | . | -6 | .
CNC[C@H](CC1CCCCC1)NC[C@H](NCCC1CCCC1)[C@H](C)O | -2 | 7 | -12 | 3 | . | 3 | 3 | -19
COc1ccc(OC)c(S(=O)(=O)N2CCC3(CC2)OCCN3S(=O)(=O)c2cccs2)c1 | -1 | -5 | 5 | 2 | . | 5 | 0 | 107*
COc1ccc(C(=O)NNC(=O)c2ccccc2[N+](=O)[O-])cc1[N+](=O)[O-] | -3 | -3 | -1 | 16 | -10 | 11 | 3 | 0
CCCC#Cc1ccc([C@@H]2[C@@H](CO)N3C(=O)CN(C(=O)c4ccncc4)C[C@H]23)cc1 | 2 | 10 | 0 | . | 6 | . | . | .

(more compounds)
Keys – A = CASP6 VEID inh; B = LGR2 inh; C = EWS-Fli block; D = Cneo AK release; E = PGC1a acetyl inh; F = FN deposit inh; G = PAX8 reporter; H = miR122 inh
> O=C(COC(=O)C1(c2ccc(Cl)cc2)CCCC1)NCc1ccco1
  A = 2	B = -19	C = 9	D = 1	E = -8	F = -4	G = 15	H = -4
> O=C(c1ccccn1)N1CC=C(c2ccccc2)CC1
  A = 1	B = -14	C = 2	D = .	E = 2	F = 8	G = 2	H = .
> C[C@@H]1CCCCO[C@@H](CN(C)C(=O)CCC(F)(F)F)[C@H](C)CN([C@H](C)CO)C(=O)c2cc(NC(=O)C3CCCCC3)ccc2O1
  A = 4	B = 0	C = -2	D = -3	E = 1	F = -10	G = -22	H = -9[16.7 µM]
> CN1C(=O)c2cc(NS(C)(=O)=O)ccc2OC[C@@H]2O[C@@H](CC(=O)N3CCOCC3)CC[C@H]21
  A = 0	B = -4	C = 4	D = 1	E = .	F = -1	G = -10	H = .
> O=C(CCn1cnc2ccccc21)N/N=C/c1ccccc1O
  A = -4	B = -51	C = -31	D = 0	E = -2	F = -6	G = -7	H = -6
> CCCCN(C(=O)c1cccc2c(=O)c(C)c(-c3ccccc3)oc12)c1ccccc1
  A = 3	B = 34	C = 15	D = .	E = .	F = -2	G = 16	H = .
> COc1ccc2c3c(n(C)c2c1)[C@H](CO)N(Cc1ccccn1)CC31CN(Cc2ccccn2)C1
  A = 1	B = -4	C = -12	D = .	E = 8	F = 7	G = -10	H = .
> C/C(CC(=O)Nc1cc(C)ccn1)=N\NC(=O)c1cccc(F)c1
  A = -6	B = -28	C = -16	D = 1	E = 3	F = 6	G = 3	H = -1
> CCN(CC(=O)Nc1c(F)cccc1F)C(=O)CCCOc1ccccc1
  A = 2	B = 4	C = 2	D = 0	E = 4	F = 1	G = 7	H = -2
> O=C1NC(=O)/C(=C\c2ccccc2OCc2ccccc2)S1
  A = 2	B = -127	C = 4	D = 0	E = 11	F = -2	G = 22	H = 0
> CN1C(=O)c2ccc(NC(=S)NC(=O)C(C)(C)C)cc2C1=O
  A = .	B = 12	C = .	D = 1	E = -12	F = -1	G = -13	H = 2
> COc1ccccc1NC(=O)CN1C(=O)NC(CC(C)C)C1=O (configuration not stated)
  A = .	B = .	C = .	D = 1	E = -10	F = -6	G = -7	H = -4
> CCOC(=O)c1c(C)[nH]c(C(=O)OCC(=O)Nc2ccccc2)c1C
  A = 0	B = -8	C = -2	D = 1	E = -10	F = 1	G = -7	H = -3
> C[C@H]1CN([C@@H](C)CO)C(=O)c2cccc(NS(C)(=O)=O)c2O[C@@H]1CN(C)C(=O)Nc1ccc2c(c1)OCO2
  A = -1	B = -15	C = -6	D = -3	E = 7	F = .	G = .	H = 1[16.7 µM]
> COC(=O)c1sccc1NC(=O)Nc1ccccc1Cl
  A = -1	B = -2	C = 1	D = -7	E = 5	F = 5	G = -13	H = -11
> O=C(CN1C(=O)/C(=C/c2ccccc2)SC1=S)NC1C=CS(=O)(=O)C1 (configuration not stated)
  A = 18	B = 10	C = .	D = -1	E = -12	F = -5	G = -7	H = -5
> C[C@@H]1CN([C@@H](C)CO)C(=O)c2cc(-c3ccc(C#N)cc3)cnc2O[C@H]1CN(C)C(=O)c1cccnc1
  A = -1	B = -2	C = -5	D = 3	E = -7	F = -10	G = -9	H = .
> O=C(CCn1nnc(-c2cccs2)n1)NC1CCCCC1
  A = -1	B = 8	C = 11	D = -3	E = -2	F = .	G = .	H = -6

Shown with values under each structure: entries from further up
Second line of a record – CASP6 VEID inh	LGR2 inh	EWS-Fli block	Cneo AK release	PGC1a acetyl inh	FN deposit inh	PAX8 reporter	miR122 inh
- O=C(CCn1cnc2ccccc21)N/N=C/c1ccccc1O
 : -4	-51	-31	0	-2	-6	-7	-6
- CCCCN(C(=O)c1cccc2c(=O)c(C)c(-c3ccccc3)oc12)c1ccccc1
 : 3	34	15	.	.	-2	16	.
- COc1ccc2c3c(n(C)c2c1)[C@H](CO)N(Cc1ccccn1)CC31CN(Cc2ccccn2)C1
 : 1	-4	-12	.	8	7	-10	.
- C/C(CC(=O)Nc1cc(C)ccn1)=N\NC(=O)c1cccc(F)c1
 : -6	-28	-16	1	3	6	3	-1
- CCN(CC(=O)Nc1c(F)cccc1F)C(=O)CCCOc1ccccc1
 : 2	4	2	0	4	1	7	-2
- O=C1NC(=O)/C(=C\c2ccccc2OCc2ccccc2)S1
 : 2	-127	4	0	11	-2	22	0
- CN1C(=O)c2ccc(NC(=S)NC(=O)C(C)(C)C)cc2C1=O
 : .	12	.	1	-12	-1	-13	2

Not a hit list, and some 2.5% of all compounds hit somewhere here.
